Screens (PubChem BioAssay)
Apoferritin bind: candidate novel general anesthetic via apoferritin binding; Potency, µM (top dose mostly 77.5 µM), for the others: at the highest dose activity change, negative = displacement, usual class: inhibitors; apoferritin/1-aminoanthracene competitive binding, fluorescence; 0.074% of 350,000 active; P02791; also: potency is read from the fitted curve at half-maximal effect; % is scaled to controls: 0 for no effect and ±100 for the full control effect; nearly all actives have a fitted effect of over 20% in size
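Steps: apoferritin (10 uM) was premixed with half-saturated 1-AMA in PBS, compounds were pin-transferred, plates stood 10 min at room temperature, fluorescence was read at 380/535 nm, and curves were fitted with a Hill equation.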
APE1 inh: APE1 (human) endonuclease inhibition; 0.35% of 350,000 active; recombinant APE1, TAMRA/BHQ-2 abasic DNA cleavage fluorescence; Potency, µM (doses to about 65.8 µM), for the others: top-dose activity change, negative = inhibition, actives largely listed as inhibitors;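 also: potency is read from the fitted curve at half-maximal effect; plate controls were vehicle for no effect and reference inhibitor for full effect; nearly all actives have a fitted effect of over 55% in size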
Target sequence (P27695 whole entry, looked up): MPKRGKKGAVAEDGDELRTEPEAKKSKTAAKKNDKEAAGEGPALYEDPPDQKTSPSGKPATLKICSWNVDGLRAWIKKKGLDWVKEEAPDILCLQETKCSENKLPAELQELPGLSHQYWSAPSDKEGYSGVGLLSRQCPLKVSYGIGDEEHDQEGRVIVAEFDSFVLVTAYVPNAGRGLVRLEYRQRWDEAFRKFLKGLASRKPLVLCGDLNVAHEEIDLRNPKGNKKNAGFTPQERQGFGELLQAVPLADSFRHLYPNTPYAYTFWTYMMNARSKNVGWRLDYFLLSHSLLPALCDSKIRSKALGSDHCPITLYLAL
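Step 1: APE1 (0.75 nM) with compound, 15 min RT. Step 2: add 50 nM fluorophore/quencher THF duplex. Step 3: three fluorescence reads 60 s apart (525/598 nm); read 3 minus read 1 = reaction progress.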
Pol iota inh: inhibitors of human DNA polymerase iota. AID 588590. Pol iota fluorescent replication assay, 10 min. Potency, µM (series often up to 115 µM), for inactives: at the highest dose activity, negative = inhibition, actives largely listed as inhibitors. Q9UNA4. 1% of 390,000 active; also: potency is read from the fitted curve at half-maximal effect
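Fluorescent replication assay read twice, at 0 min and 10 min after adding 50 nM (final) substrate. Enzyme (10 nM) and compounds were first incubated 15 min at room temperature; enzyme-free buffer wells were negative controls.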
BLM helicase inh: Bloom syndrome helicase (human) inhibition | P54132 | recombinant BLM DNA unwinding, fluorescence dequenching | Potency, µM (series often up to 56.1 µM), for the others: top-dose activity change, negative = inhibition, actives largely listed as inhibitors | 0.2% of 350,000 active | AID 2528;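 also: potency is read from the fitted curve at half-maximal effect; plate controls were vehicle for no effect and no enzyme for full effect; nearly all actives have a fitted effect of over 35% in size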
Pol kappa inh: inhibitors of human DNA polymerase kappa; purified Pol kappa, fluorescent DNA synthesis assay, 10 min; AID 588579; 0.53% of 400,000 active; Q9UBT6; Potency, µM (series often up to 107 µM), inactives show at the top dose activity, negative = inhibition, usual class: inhibitors; also: potency is read from the fitted curve at half-maximal effect; % is scaled to controls: 0 for no effect and ±100 for the full control effect
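Inhibition of 10 nM Pol kappa is measured by a fluorescent read-out at 0 and 10 min following addition of 50 nM substrate (final), with a 15-min room-temperature compound preincubation.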
Pol eta inh: blocks human DNA polymerase eta activity; recombinant Pol eta, fluorescent DNA replication assay; Q9Y253; AID 588591; Potency, µM (series often up to 114 µM), for inactives: top-dose activity change, negative = inhibition, most hits filed as inhibitors; 1.2% of 390,000 active; also: potency is read from the fitted curve at half-maximal effect; % is scaled to controls: 0 for no effect and ±100 for the full control effect
Target sequence (Q9Y253 whole entry, looked up): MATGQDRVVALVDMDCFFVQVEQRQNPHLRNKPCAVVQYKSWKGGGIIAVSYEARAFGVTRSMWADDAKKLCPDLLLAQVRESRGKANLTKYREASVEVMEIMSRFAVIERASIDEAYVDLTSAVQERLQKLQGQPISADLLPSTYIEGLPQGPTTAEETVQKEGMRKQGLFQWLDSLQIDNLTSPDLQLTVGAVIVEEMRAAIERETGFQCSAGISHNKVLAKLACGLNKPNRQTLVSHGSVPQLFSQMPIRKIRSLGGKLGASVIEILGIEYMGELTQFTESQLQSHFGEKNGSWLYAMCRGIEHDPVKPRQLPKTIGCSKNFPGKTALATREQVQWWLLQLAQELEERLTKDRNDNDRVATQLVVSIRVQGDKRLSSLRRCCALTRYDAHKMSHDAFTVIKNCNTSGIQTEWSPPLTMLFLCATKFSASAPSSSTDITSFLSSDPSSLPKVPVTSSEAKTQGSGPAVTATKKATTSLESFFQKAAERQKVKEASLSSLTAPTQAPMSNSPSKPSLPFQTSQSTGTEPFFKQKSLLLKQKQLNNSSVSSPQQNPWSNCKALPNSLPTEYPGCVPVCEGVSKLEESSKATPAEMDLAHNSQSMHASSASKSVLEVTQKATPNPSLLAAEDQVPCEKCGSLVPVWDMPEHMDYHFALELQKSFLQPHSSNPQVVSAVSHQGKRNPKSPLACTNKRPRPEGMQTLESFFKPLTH
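Pol eta at 10 nM preincubated with compounds 15 min at room temperature; reaction started with fluorescent substrate (50 nM final) and read kinetically at 0 and 10 min.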
RXFP1 antag: blocks the human relaxin receptor RXFP1. activity change, negative = inhibition, % at 57.5 µM. 0.59% of 350,000 active. Q9HBX9. HEK293-RXFP1, relaxin-stimulated cAMP HTRF, 30 min; hits give low values;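 active = activity change of -60% or lower, but not beyond a set lower limit; inconclusive = change between -60% and -40%, or beyond the set limit; inactive = change above -40%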; also: % is scaled to controls: 0 for no effect and ±100 for the full control effect
POLB inh: inhibitors of human DNA polymerase beta; 1.3% of 340,000 active; P06746; Potency, µM (highest dose often 114 µM), without a hit: at the highest dose activity change, negative = inhibition, actives largely listed as inhibitors; Pol beta primer extension/strand displacement, fluorescence kinetic; also: potency is read from the fitted curve at half-maximal effect; % is scaled to controls: 0 for no effect and ±100 for the full control effect
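Preincubation: enzyme (10 nM) with compound, 15 min, RT. Reaction: substrate added to 50 nM final. Reads: 0 and 10 min. Analysis: normalized, Hill fit.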
Tb PGK inh: T. brucei PGK inhibition. AID 602233. PGK/GAPDH coupled, Kinase-Glo luminescence, 60 min. 0.043% of 380,000 active. Potency, µM (top dose mostly 57.5 µM), for inactives: at the highest dose activity change, negative = inhibition, usual class: inhibitors. P07378; also: potency is read from the fitted curve at half-maximal effect; % is scaled to controls: 0 for no effect and ±100 for the full control effect; nearly all actives have a fitted effect of over 60% in size
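Recombinant glycosomal PGK reaction used 1,3-bisphosphoglycerate generated in-well by GAPDH (100nM final) in 100mM TEA pH 7.6, 5mM MgCl2, 0.01% Tween-20. After 60 minutes at room temperature, ATP was read by Kinase-Glo Plus luminescence end-point.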
* marks the source's active call; other numbers are inactive results; i = inactive; ? = inconclusive; nt = no result given; [ ] = another dose, or the depositor's remark. Unless noted, calls follow the shape of the dose curve; as a rule, active = well fitted curve in the direction sought with a large enough effect; inconclusive = small, poorly fitted or top-dose-only effect, or another doubt; inactive = no such curve, though single readings can be large; an effect the other way counts as inactive or inconclusive.

Structure	Apoferritin bind	APE1 inh	Pol iota inh	BLM helicase inh	Pol kappa inh	Pol eta inh	RXFP1 antag	POLB inh	Tb PGK inh
COC(=O)c1cc(Br)c(=O)n(-c2nccs2)c1	3.0%	0.9%	22.6%	1.1%	-0.3%	5.0%	12.3	-2.6%	-2.0%
O=c1c([N+](=O)[O-])c[nH]c2ccccc12	-7.1%	-8.9%	16.8%	0.5%	-5.3%	?	-8.4	0.8%	-12.2%
O=C(CSc1nccn1-c1cccc(Cl)c1)Nc1ccc2c(c1)OCO2	-3.9%	nt	20.0%	-5.6%	-8.9%[60.1 µM]	-1.5%	-1.9	-9.9%	i
C=CCNC1=C2C[C@@H](C)C[C@H](OC)[C@H](O)[C@@H](C)/C=C(\C)[C@H](OC(N)=O)[C@@H](OC)/C=C\C=C(/C)C(=O)NC(=CC1=O)C2=O	-23.3%	-1.2%	nt	-2.1%	3.5%[19.4 µM]	nt	nt	nt	nt
CCCCNc1nc2ccccc2nc1Cl	-2.4%	0.8%	64.2%[activator]	-6.8%	-5.3%	-9.3%	-30.8	0.7%	11.5%
O=C(OCn1nnc2ccccc2c1=O)C12CC3CC(CC(O)(C3)C1)C2	-5.4%	-4.0%	92.7%[activator]	-0.5%	-12.7%	4.0%	-14.5	6.2%	-4.9%
COc1ccc2c(CC(=O)OCC(=O)NC(N)=O)coc2c1	-5.7%	-0.2%	32.0%[activator]	-3.2%	-4.9%	-9.1%	9.5	17.5%	-9.6%
CCc1cccc2c(C(=O)C(F)(F)F)cn(CC(=O)N3CCOCC3)c12	-20.6%	-5.7%	-7.8%	2.5%	-5.0%	-3.5%	0.0	-1.1%	nt
Cc1cc(C)c(NC(=O)CCc2c(C)nc3c(c(C)nn3C(C)(C)C)c2C)c(C)c1	-6.9%	nt	33.7%[activator]	0.2%	-6.8%	-21.1%	nt	-1.4%	-7.9%
Cc1cn(C)c(CC(=O)NCc2ccccc2Cl)c1C(=O)O	7.6%	nt	1.8%	1.2%	-5.8%[60.1 µM]	-16.1%	-3.6	36.1%	i
COc1ccccc1C(=O)NC1(C(F)(F)F)C(=O)Nc2c1c(=O)[nH]c(=O)n2-c1ccc(F)cc1 (stereo not given)	43.9%[activator]	nt	31.9%[activator]	1.4%	-21.3%	2.8%	nt	-2.9%	-4.6%
CCN(CC)CCCNC(=O)Cc1ccc(NC(=O)N2CCCCc3ccccc32)cc1	-9.9%	nt	18.4%	1.4%	1.0%	-14.2%	nt	19.0%	-6.5%
COc1cc(NC(=O)CSc2ncc(S(=O)(=O)c3ccc(Br)cc3)c(=O)[nH]2)cc(OC)c1	-3.4%	nt	?	-4.3%	-16.5%	?	nt	50.1µM*	-18.1%
Nc1c(C(=O)CSc2nnnn2-c2ccccc2)c(=O)[nH]c(=O)n1C1CC1	nt	3.2%	23.2%	nt	4.5%	-24.4%	8.6	nt	2.2%
O=[N+]([O-])c1cccc(S(=O)(=O)N2CCc3ccccc3C2)c1	-8.3%	28.6%	-9.4%	2.6%	-10.5%	-6.1%	14.1	?	1.5%
COc1ccc(C(=O)NCC(=O)OCC(=O)c2ccc(Cl)cc2)cc1OC	?	8.1%	0.6%	-1.8%	-24.9%	-5.9%	-4.5	14.0%	2.4%
CCOC(=O)c1ccc(NC(=S)N2CCCC(C)C2)cc1 (stereo not given)	?	-7.1%	85.8%[activator]	-7.7%	3.4%	-14.0%	-18.3	94.6%	-2.6%
CCN(CC)CCCNC(=O)Cn1ncc2c(=O)oc3ccc(C)cc3c21	-4.8%	-3.6%	-9.0%	4.4%	-3.2%	-6.8%	0.2	10.0%	-3.6%
COc1ccccc1/C=C/C(=O)NCc1ccccn1	-7.7%	17.5%	47.4%[activator]	-0.7%	-3.1%	-17.8%	2.0	24.6%	6.6%
CCOC(=O)CC(NC(=O)C1c2ccccc2Oc2ccccc21)c1ccccc1Cl (stereo not given)	-9.2%	?	219.7%[activator]	2.8%	-7.4%	-7.8%	-6.8	1.1%	-2.9%
C=CCNC(=O)CC1C(=O)NCCN1Cc1ccc(-c2ccccc2)cc1 (stereo not given)	-21.5%	-1.6%	-7.2%	-6.3%	-1.8%	-7.5%	-2.2	-24.6%	nt
CCOc1cc(C#N)c(NC(=O)c2cccc(S(=O)(=O)N3CCOCC3)c2)cc1OCC	43.0%	nt	-11.1%	-3.5%	-14.5%	nt	-2.4	-0.1%	nt
CC(C)CC(=O)Nc1cc([N+](=O)[O-])ccc1Cl	?	-2.1%	-3.2%	-4.5%	-5.5%	-11.7%	2.4	2.2%	i
O=C(N/C(=C\c1ccco1)C(=O)N1CCOCC1)c1ccc([N+](=O)[O-])cc1	-0.4%	8.5%	-2.2%	1.8%	-2.0%	-11.9%	-26.8	22.9%	1.4%
COCC(=O)Nc1ccc(S(=O)(=O)Nc2cc(C)nc(C)n2)cc1	-13.4%	4.3%	7.4%	-3.4%	0.8%	-1.7%	1.2	-19.0%	-2.8%

Structure	Apoferritin bind	APE1 inh	Pol iota inh	BLM helicase inh	Pol kappa inh	Pol eta inh	RXFP1 antag	POLB inh	Tb PGK inh
COc1cc(NC(=O)C[n+]2ccc(C(=O)c3ccccc3)cc2)cc(OC)c1	nt	-3.1%	-9.0%	nt	0.5%	-15.9%	0.0	nt	-11.2%
CN(C(=O)c1cccc(NC(=O)Cc2ccc(NC(=O)C3CCCN(C(=O)C4CCC4)C3)cc2)c1)C1CCCCC1 (stereo not given)	nt	nt	10.1%	nt	9.2%	-16.7%	nt	nt	-9.6%
Cc1cccc(NC(=O)COC(=O)c2ccc3c(=O)n4c(nc3c2)CCC4)c1	5.5%	-4.1%	6.4%	5.0%	-2.8%	-19.3%	-0.9	1.4%	-9.1%
CCOC(=O)Nc1ccc2c(CN(C)Cc3ccc(F)cc3)cc(=O)oc2c1	-16.5%	19.2%	107.7%[activator]	-4.6%	8.8%	-18.5%	-2.3	5.6%	-7.5%
Cc1ccc(NC(=O)CN2CCc3ccccc3C2)cc1F	-12.1%	0.1%	-7.1%	-5.9%	-9.1%	-10.6%	-6.4	?	-0.1%
CCOC(=O)N1CCN(C(=O)c2ccc3c(c2)sc2nc(-c4ccccc4)cn23)CC1	-15.6%	-1.1%	?	5.3%	-4.5%	-12.5%	0.4	16.5%	5.3%
Cc1ccc(NC(=O)C(=O)NCc2ccc(/C=C(/C#N)C(=O)NCc3cccnc3)o2)cc1C	-2.1%	-0.8%	4.1%	-8.1%	-6.5%	?	-2.1	-1.4%	i
CNC(=O)c1c(C)nn(-c2ccc(F)c(Cl)c2)c1-c1cc(C)on1	3.8%	-7.6%	2.9%[58.9 µM]	-5.3%	-2.4%	-10.7%	6.2	-1.1%	-1.4%
CCCSc1cc(NCCOC(=O)CCC)c([N+](=O)[O-])c2nonc12	-22.8%	5.0%	-2.0%	0.2%	-12.0%	-14.5%	-39.9	-12.0%	-6.4%
Cc1nc2ccccc2c(=O)n1/N=C/c1cn[nH]c1-c1ccccc1	-7.1%	1.6%	35.0%[activator]	-10.1%	3.7%	-1.1%	-2.9	0.4%	-9.2%
CC12CC(NC(=O)N1c1cccc(C(=O)NCc3ccccn3)c1)c1ccccc1O2 (stereo not given)	-7.3%	10.8%	-18.1%	0.0%	-16.0%	-10.6%	-1.8	-16.6%	2.1%
COc1ccc(C(NC(=O)/C=C\c2ccco2)c2ccc(OC)c(OC)c2)cc1 (stereo not given)	?	?	?	-2.4%	-17.6%	?	10.6	?	i
COc1ccc(OC)c(-n2nnnc2SCC(=O)N2CCN(C(=O)c3ccco3)CC2)c1	-10.1%	-0.2%	-14.7%	0.1%	0.1%	-5.6%	-34.6	18.7%	-8.7%
COc1ccc(CC(=O)Oc2ccc(Cl)cc2Br)cc1S(=O)(=O)N1CCOCC1	nt	0.8%	18.3%	nt	-15.9%	-0.1%	-2.2	nt	-7.6%
C[C@@H]1ON(C)[C@H]2C[C@H]3c4cc(N5CCN(C)CC5)ccc4CCN3C(=O)[C@@H]12	nt	nt	-11.6%	nt	-19.1%	-3.3%	nt	nt	i
COc1cccc(NC(=O)Nc2ccc(Cc3ccncc3)cc2)c1	-19.9%	-2.2%	8.2%	-3.3%	-23.9%	-6.3%	29.1	-23.2%	i
COc1ccc(CNC(=O)CSc2nnc3c(n2)[nH]c2ccccc23)cc1	-6.6%	-4.0%	133.5%[activator]	-6.1%	-4.6%	-1.0%	4.7	-9.0%	6.2%
O=S1(=O)CCC(NCC2CCCO2)C1 (stereo not given)	-1.6%	-2.3%	7.2%	-4.0%	-10.8%	-3.8%	3.8	3.3%	3.5%
O=C(N/N=C/c1cccnc1)c1ccc(S(=O)(=O)N2CCCCCC2)cc1	-0.3%	3.9%	-10.3%	-8.9%	-3.7%	-2.1%	11.1	-24.7%	-6.7%
Cc1cn([C@H]2C[C@H](O)[C@@H](CCC(=O)NCCc3c[nH]c4ccccc34)O2)c(=O)[nH]c1=O	nt	8.8%	13.2%	nt	3.8%	-7.0%	nt	nt	i
O=C(CCC(=O)N1CCOc2ccc(Cl)cc21)NCCCN1CCC(Cc2ccccc2)CC1	?	4.8%	23.2%	-7.8%	-6.4%	-10.2%	-23.6	-12.9%	2.3%
CC[n+]1c(/C=C2\C=C(C)CC(C)C2)sc2ccccc21 (stereo not given)	?	-0.9%	?	-6.6%	7.1%	-7.3%	-28.4	-0.5%	i

An excerpt taken from the entries so far, as a working copy:
Structure	Apoferritin bind	APE1 inh	Pol iota inh	BLM helicase inh	Pol kappa inh	Pol eta inh	RXFP1 antag	POLB inh	Tb PGK inh
COc1cc(NC(=O)C[n+]2ccc(C(=O)c3ccccc3)cc2)cc(OC)c1	nt	-3.1%	-9.0%	nt	0.5%	-15.9%	0.0	nt	-11.2%
CN(C(=O)c1cccc(NC(=O)Cc2ccc(NC(=O)C3CCCN(C(=O)C4CCC4)C3)cc2)c1)C1CCCCC1 (stereo not given)	nt	nt	10.1%	nt	9.2%	-16.7%	nt	nt	-9.6%

A portion of the library. The share of hits here may be higher or lower than overall.
